GLD-1 TGE inh: GLD-1-TGE RNA interaction inhibition (C. elegans) | Q17339 | purified GLD-1 + fluorescein TGE RNA, fluorescence polarization | inhibition, % at 5.96 µM | hit rate 0.44% among 320,000 | AID 2280;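 active = percent inhibition above a per-plate cutoff, the plate mean of test compounds plus 3 SD, cut at about 30% in these data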;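 note: 0% = DMSO wells with GLD-1 and probe and 100% = wells lacking GLD-1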
GSTO1 inh: GSTO1 inhibition, counter-screen for RBBP9 inhibitors. recombinant GSTO1, activity-based probe fluorescence polarization. inhibition, % at 5.96 µM. hit rate 1.1% among 300,000. AID 1974;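 active = inhibition above the campaign mean inhibition plus 3 SD, cut at about 35% in these data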;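 note: 0% = GSTO1-1 with DMSO and 100% = wells lacking GSTO1-1 enzyme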
Target sequence (P78417 whole entry, looked up): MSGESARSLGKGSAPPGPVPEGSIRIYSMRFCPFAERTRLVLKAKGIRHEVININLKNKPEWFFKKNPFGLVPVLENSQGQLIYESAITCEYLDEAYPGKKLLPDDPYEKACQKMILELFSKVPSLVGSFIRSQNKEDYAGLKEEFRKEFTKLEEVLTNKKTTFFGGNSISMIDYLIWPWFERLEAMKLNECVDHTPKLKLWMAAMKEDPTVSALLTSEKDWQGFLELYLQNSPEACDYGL
MCL1-BIM inh: MCL1-BIM-BH3 interaction inhibition (human); Q07820; GST-MCL1 / FITC-Bim-BH3 fluorescence polarization; inhibition, % at 10.9 µM; hit rate 0.68% among 320,000; AID 2057;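 active = inhibition above the mean inhibition of all tested compounds plus 3 SD, set per campaign, cut at about 40% in these data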;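 note: 0% = DMSO wells and 100% = unlabeled Bim-BH3 peptide control; higher means more loss of mP so more displacement of Bim peptide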
Target sequence (Q07820 whole entry, looked up): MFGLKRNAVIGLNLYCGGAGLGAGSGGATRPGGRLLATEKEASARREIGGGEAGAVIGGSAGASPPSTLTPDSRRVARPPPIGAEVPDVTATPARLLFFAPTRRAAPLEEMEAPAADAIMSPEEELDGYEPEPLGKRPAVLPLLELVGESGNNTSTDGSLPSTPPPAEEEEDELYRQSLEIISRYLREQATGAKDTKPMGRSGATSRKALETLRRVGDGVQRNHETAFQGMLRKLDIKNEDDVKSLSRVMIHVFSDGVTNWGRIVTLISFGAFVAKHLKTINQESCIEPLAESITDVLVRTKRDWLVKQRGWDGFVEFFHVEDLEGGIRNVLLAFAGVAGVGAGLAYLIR
BCLXL inh: Bcl-xL (human) inhibition; hit rate 0.7% among 320,000; GST-Bcl-xL / FITC-Bim BH3 peptide fluorescence polarization; inhibition, % at 10.9 µM;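 active = inhibition above the mean of all tested compounds plus 3 SD, cutoff set per campaign, cut at about 30% in these data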;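 note: 0% = DMSO wells and 100% = unlabeled Bim-BH3 peptide competitor; inhibitors lower millipolarization by displacing the labeled peptide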
Fam108B counter: Fam108B inhibition, counter-screen for RBBP9 inhibitors. recombinant Fam108B, FP-Rh probe fluorescence polarization. inhibition, % at 9.51 µM. hit rate 0.33% among 300,000. AID 1947;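 active = inhibition above the screen mean inhibition plus 3 SD, computed separately per campaign, cut at about 18% in these data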;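 note: inhibitors lower polarization as less probe binds the enzyme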
MEX-5 binding: C. elegans MEX-5 TCR-2 RNA binding activity; Q9XUB2; activity score (negative = inhibition of binding), % at 10 µM; MEX-5/FITC-TCR2 RNA binding, fluorescence polarization; active compounds read low; AID 1832; hit rate 0.38% among 300,000;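 active = inhibition past about -25% in most replicates, and total fluorescence under double the plate's negative control median, limit read from the data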;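 note: 0% = DMSO and -100% = 5 µM competing unlabeled TCR2 RNA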
Target sequence (Q9XUB2 whole entry, looked up): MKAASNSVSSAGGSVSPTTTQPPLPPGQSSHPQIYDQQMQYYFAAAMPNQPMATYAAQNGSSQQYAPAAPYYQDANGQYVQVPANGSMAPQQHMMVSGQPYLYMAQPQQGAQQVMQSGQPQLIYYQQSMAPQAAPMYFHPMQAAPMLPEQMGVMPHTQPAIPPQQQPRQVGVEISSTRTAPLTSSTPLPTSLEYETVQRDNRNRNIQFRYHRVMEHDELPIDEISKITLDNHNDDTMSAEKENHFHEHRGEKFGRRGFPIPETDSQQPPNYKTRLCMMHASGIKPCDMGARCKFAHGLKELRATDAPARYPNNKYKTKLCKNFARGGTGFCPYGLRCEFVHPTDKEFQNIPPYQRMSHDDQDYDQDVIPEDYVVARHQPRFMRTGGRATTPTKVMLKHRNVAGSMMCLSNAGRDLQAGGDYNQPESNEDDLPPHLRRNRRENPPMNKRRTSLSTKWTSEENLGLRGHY
PAD4 inh: inhibitors of human PAD4; hit rate 0.41% among 330,000; recombinant PAD4, RCA probe fluorescence polarization; inhibition, % at 6.36 µM; Q9UM07; AID 485272;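 active = percent inhibition above a cutoff equal to the mean of all tested compounds plus 3 SD, cut at about 15% in these data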;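 note: 0% = PAD4 with RCA probe and DMSO and 100% = probe without PAD4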
TPT1 inhibitor: inhibitors of Candida albicans tRNA 2'-phosphotransferase TPT1. recombinant caTPT1, FP RNA substrate dephosphorylation. inhibition, % at 5 µM. hit rate 0.81% among 300,000;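 active = inhibition above the mean of all tested compounds plus 3 SD, set per screening campaign, cut at about 24% in these data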;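 note: plate controls were DMSO alone for no effect and ferristatin control at 100 nM for full effect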
PME-1 inh: PME-1 (human) inhibition; AID 2130; recombinant PME-1, FP-Rh probe fluorescence polarization; hit rate 0.53% among 320,000; Q9Y570; inhibition, % at 5.9 µM;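 active = inhibition above the campaign mean of all compounds plus 3 SD, cut at about 26% in these data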;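 note: competitive labeling of PME-1 active site by serine hydrolase directed probe; 0% = PME-1 with DMSO and 100% = wells lacking PME-1 enzyme; inhibitors block probe labeling so polarization falls and inhibition rises; many of its hits are not listed in these tables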
Active calls of the source: *; . = no result given; & = joins results of further samples.

SMILES	GLD-1 TGE inh	GSTO1 inh	MCL1-BIM inh	BCLXL inh	Fam108B counter	MEX-5 binding	PAD4 inh	TPT1 inhibitor	PME-1 inh
CC(C)(C)C(=O)Nc1sc2c(c1-c1nc3ccccc3[nH]1)CCCC2	-4.6	-7.6	3.6	-3.1	2.6	1.0	-2.0	2.9	3.0
CN1CCc2c(sc(NC(=O)c3ccc(C(=O)c4ccccc4)cc3)c2C(N)=O)C1	-5.7	-24.3	-8.6	-6.2	-2.0	-22.8	1.1	8.6	3.0
Cc1cccc(NC(=O)COC(=O)c2cccs2)c1C	-1.2	5.3	0.2	3.9	-2.5	-2.1	6.2	1.9	4.5
CC(C)(C)c1nn(-c2ccccc2)c2nc(Cl)c(C=O)cc12	-1.9	-1.5	-5.0	0.5	-0.8	-1.1	5.0	0.8	1.3
Cc1cc(/C=C2\C(=N)N3N=C(S(C)(=O)=O)SC3=NC2=O)c(C)n1Cc1ccccc1	7.5	-30.8	10.5	6.8	-1.5	0.3	-7.3	3.1	-8.5
COc1cc(Cl)c(C)cc1NC(=O)COC(=O)/C=C/c1c(C)nn(C2CCS(=O)(=O)C2)c1Cl (configuration not stated)	2.0	5.2	-10.3	-8.4	-5.1	1.5	3.2	-1.3	-1.0
CC(C)C[C@@H](COc1ccccc1)N1CCN(CCc2ccccc2)CCC1=O	1.4	-2.2	-8.5	-4.2	0.8	-0.6	-4.1	-0.9	10.1
O=C(CNC(=O)c1ccccc1F)OCCCOC(=O)CNC(=O)c1ccccc1F	2.8	6.1	-6.0	-0.1	0.8	-0.7	-3.0	-1.9	-0.9
CS(=O)(=O)Nc1ccc(C2=NN(C(=O)c3ccco3)C(c3ccc(F)cc3)C2)cc1 (configuration not stated)	7.0	1.5	-0.8	-0.8	2.8	-1.1	-0.8	1.9	0.4
CSC1=C(C#N)C(=O)NC(c2ccccc2O)S1 (configuration not stated)	2.1	-2.1	-8.9	-3.5	-1.4	-1.8	-0.7	0.3	2.3

Taken from above.
COc1cc(Cl)c(C)cc1NC(=O)COC(=O)/C=C/c1c(C)nn(C2CCS(=O)(=O)C2)c1Cl (configuration not stated) – BCLXL inh: -8.4
CSC1=C(C#N)C(=O)NC(c2ccccc2O)S1 (configuration not stated) – PAD4 inh: -0.7

Next part:
SMILES	GLD-1 TGE inh	GSTO1 inh	MCL1-BIM inh	BCLXL inh	Fam108B counter	MEX-5 binding	PAD4 inh	TPT1 inhibitor	PME-1 inh
CC(=O)c1cc(Cc2csc(C(C)=O)c2)cs1	-2.0	-0.9	4.5	4.4	8.5	3.0	-3.1	-3.1	-3.1
O=C(CN1C(=O)NC2(CCCC2)C1=O)Nc1nc(-c2ccc(F)cc2)cs1	-1.1	-6.9	-4.7	-1.1	-3.7	2.1	0.1	1.5	0.1
O=C(c1ccccc1)N(Cc1ccccc1)c1ccccn1	0.0	6.2	6.7	-2.8	8.4	2.0	-1.0	-3.5	-5.0
C=CCO/N=C/C1=C(O)C(C(=O)OC)C(C)(C)CC1=O (configuration not stated)	0.4	-2.9	9.7	1.8	-2.7	1.3	-6.4	1.4	-7.8
N#CCC(=O)Nc1ccc(C(=O)OCC(=O)Nc2ccccc2-c2ccccc2)cc1	-10.4	-20.5	-7.3	-5.3	-8.5	5.2	-5.8	5.6	-0.2
Cc1ccc(C(=O)C2=C(O)C(=O)N(Cc3ccco3)C2c2cccc(Br)c2)o1 (configuration not stated)	7.0	-5.3	8.5	2.5	1.4	-5.3	-8.2	0.3	-7.8
CN(C)c1cccc2c(S(=O)(=O)N3CCOCC3)cccc12	-5.9	4.9	4.3	4.4	3.4	0.7	-3.8	-6.1	0.2
COC(=O)c1ccc2c(=O)n(-c3ccccc3F)c(=S)[nH]c2c1	5.5	-2.0	10.2	15.4	-1.1	0.5	2.7	-2.4	1.9
CCOc1cccc(NC(=O)C2CC(=O)N(C)C(=Nc3cccc(F)c3)S2)c1 (configuration not stated)	8.4	-2.2	42.4*	0.4	-4.5	-0.6	-0.4	3.5	-2.7
O=C(O)c1cc2n(n1)C(C(F)(F)F)CC(c1ccco1)N2 (configuration not stated)	7.3	-0.5	11.9	3.6	2.1	0.6	0.8	-7.2	-4.2
O=C(CN1CCN(S(=O)(=O)c2ccccc2F)CC1)Nc1ccccc1C(=O)c1ccccc1	-0.1	-6.1	-2.4	0.3	-3.9	0.3	-2.7	-4.2	-1.8
COc1ccc(N(CC(=O)N2CCN(Cc3ccccc3)CC2)S(C)(=O)=O)cc1OC	3.5	7.5	-5.5	6.2	-3.1	-1.5	-3.5	-1.8	-2.8
Cn1c(=O)cc(SCC(=O)NCCCN2CCOCC2)c2ccc(Cl)cc21	2.1	0.7	2.5	4.9	-1.9	-0.1	-0.9	3.0	-1.1
COc1ccc2cc(-c3cccnc3)ncc2c1	3.7	.	10.9	12.8	.	.	-3.6	.	-4.7
CC(C)N(C(=O)CSc1nnc(Cc2csc(Nc3ccccc3)n2)o1)C(C)C	6.3	0.1	-6.5	-2.7	1.6	-0.2	0.9	2.0	-3.0
CC1=CC2=NC(=O)/C(=C\c3ccc(-c4cccc(Cl)c4)o3)C(=N)N2O1	-1.8	-8.8	7.9	20.6	-9.9	-18.6	-12.2	-23.2	-19.8
COc1ccc2ccc(O)c(CN3CCN(S(=O)(=O)c4cc([N+](=O)[O-])ccc4C)CC3)c2c1	5.6	.	2.6	7.9	.	.	-3.5	.	1.1
CCc1noc(C)c1C(=O)N1CCN(S(=O)(=O)c2cccc(C(F)(F)F)c2)CC1	5.7	.	-0.4	2.0	.	.	5.0	.	-1.6
COc1ccccc1C(=O)NC(=O)COC(=O)CNC(=O)c1ccc(Cl)cc1Cl	3.5	-4.4	-4.1	3.2	-1.7	0.4	-6.2	-2.0	-6.3
Cc1cccc(-c2nc(CS(=O)CC(=O)NCc3cccs3)c(C)o2)c1 (configuration not stated)	-0.9	13.0	6.0	-0.7	-4.3	0.1	4.3	0.1	-2.7
CN(c1ccc(O)cc1)S(=O)(=O)c1ccc2ccccc2c1	5.4	-0.4	3.7	3.4	-1.0	2.0	-8.4	-1.3	3.9
CCn1c(CNC(=O)c2ccccc2Br)nnc1SCC(=O)NC1=NCCS1	-6.8	-7.4	-4.6	-8.0	0.9	0.1	-3.5	-0.4	-6.6
CCN(CC(=O)NC1CCS(=O)(=O)C1)S(=O)(=O)c1c(C)c(C)cc(C)c1C (configuration not stated)	-8.6	8.9	4.0	5.4	1.4	3.2	0.2	1.4	3.6
CN(C)c1cccc2c(S(=O)(=O)NCc3ccc(S(N)(=O)=O)cc3)cccc12	1.8	19.7	5.5	2.4	0.3	1.6	1.7	-3.6	1.8
COc1ccc(C(=O)Nc2nncs2)cc1S(=O)(=O)N1CCOCC1	2.9	2.0	0.9	2.6	2.0	1.3	1.4	1.7	-3.3
Cc1sc(NC(=O)c2c(F)cccc2F)nc1-c1ccccc1	1.0	1.3	-0.3	6.8	1.3	1.1	-2.3	2.2	-2.8
CC(=O)OCn1nnc2ccccc2c1=O	-0.4	-6.2	-0.3	1.8	-1.4	2.6	2.3	0.4	-0.5
COC(=O)CSc1nsc(SCC(=O)OC)n1	1.2	-12.1	4.9	7.0	4.6	0.3	5.0	-0.1	3.3
Cc1cc(NC(=O)c2ccc(Cl)cc2Cl)no1	-1.4	-10.2	-5.0	-1.1	3.4	-1.7	1.3	2.9	4.5
CCN(CC)C(=O)CN(c1cc2c(cc1OC)oc1ccccc12)S(=O)(=O)c1ccc(C)cc1	5.2	-9.9	-0.3	2.0	-5.3	2.2	-5.5	-2.0	-1.1
Cc1cccc(C)c1NC(=O)CN(C)C(=O)c1ccc(NS(=O)(=O)c2ccc3[nH]c(=O)[nH]c3c2)cc1	-2.0	-78.5	-1.1	0.6	-1.7	-1.3	-2.2	-5.1	-1.5
O=S(N1CCCCC1)C12CC3CC(CC(C3)C1)C2 (configuration not stated)	3.7	0.8	6.8	3.3	-2.0	2.0	-5.6	-1.6	0.3
COc1ccc(S(=O)(=O)N2CCN=C2SCc2cccc(C)c2)cc1	1.7	2.1	0.9	3.3	-5.0	0.6	-1.9	-5.0	-1.3
CC(=O)Nc1ccc(C(=O)OCC(=O)Nc2c(F)cccc2F)cc1	6.6	1.5	-4.7	-0.2	-3.5	0.5	-4.7	2.5	1.9
CCOC(=O)c1c(NC(=O)C(=O)N/N=C/c2ccc(O)c(OC)c2)sc2c1CCCCC2	-2.8	-16.3	5.1	1.1	16.8	-0.3	0.4	1.7	10.6
O=C(CCCCCN1C(=O)CCC1=O)Nc1ccc(Br)cc1F	-3.8	4.9	4.1	4.4	-3.4	3.3	-2.5	4.9	3.8
O=C1C2CCCN2C(=O)N1CCCCN1CCN(c2ccc(F)cc2)CC1 (configuration not stated)	5.3	0.4	-2.2	2.4	-2.8	-0.4	3.0	1.2	-2.3
COc1cc2c(N3CCOCC3)cc(O)c(CC(=O)Nc3ccccc3)c2cc1OC	-5.7	-0.7	-2.4	4.8	5.4	-3.1	-0.8	-7.2	0.1
CCN1CCN(C(c2ccccc2)c2sc3nc(C)nn3c2O)CC1 (configuration not stated)	-3.4	-1.8	0.0	0.1	3.8	0.6	5.9	-1.9	-3.1
O=C(NCCc1nc2ccc(Cl)cc2[nH]1)C1CCC(=O)N(Cc2cccc(F)c2)C1 (configuration not stated)	-0.3	1.4	-2.5	1.1	0.1	0.3	-0.1	0.9	5.4
Oc1ccc(NCc2ccccc2OCc2ccccc2F)cc1	6.7	73.7*	5.7	12.2	10.2	-0.6	2.9	-0.8	25.5
COC(=O)C1=C(N)OC2=C(C(=O)CC(C)(C)C2)C1c1ccccc1OCC#N (configuration not stated)	3.5	-0.3	-1.3	5.4	2.4	-1.0	-4.6	-0.9	2.3
CN(C)CC(=O)N1CCc2ccccc2C1	2.7	7.0	2.2	4.5	-3.1	-0.6	1.2	1.2	1.6
CNC(=O)c1cc(C(=O)c2ccccc2C(F)(F)F)c[nH]1	2.0	13.3	-0.8	6.2	-3.3	-0.3	0.6	-7.3	0.1
C[n+]1c2n(c3ccccc31)N=C(c1ccccc1)CS2	-0.8&-0.1	15.4&4.4	3.3&2.3	1.6&-0.1	-0.8&-3.5	-0.1&1.9	13.1&2.8	0.3&-3.2	-1.0&-9.9
Cc1ccc(S(C)(=O)=O)cc1C(=O)N1CC(C(N)=O)Oc2ccccc21 (configuration not stated)	2.5	-0.8	-6.9	-1.6	-4.2	-0.6	4.2	-0.2	-1.5
COC(=O)Nc1ccc2c(c1)N(C(=O)CCN1CCOCC1)c1ccccc1S2	-6.3	6.1	-4.7	-5.6	-1.9	-0.2	-3.8	2.7	-5.0
COC(=O)CNc1ccc2c(c1)OCO2	15.1	13.5	29.9	31.1*	3.4	-6.8	-0.4	-10.9	1.7
CCC(=O)NC(c1ccc([N+](=O)[O-])cc1)c1c(O)ccc2ccccc12 (configuration not stated)	4.1	-9.4	2.8	6.4	-0.2	2.6	-1.2	-1.6	7.2
COc1cccc(C(=O)/C(C#N)=N/Nc2cccc(-c3ccnc(C)n3)c2)c1	2.0	6.2	7.6	12.5	8.4	2.2	-0.7	-1.1	2.3
O=C(O)c1c(Cl)c(Cl)c(Cl)c(Cl)c1C(=O)N1CCOCC1	7.4	13.1	4.6	6.9	-1.6	-0.2	3.2	3.4	-3.7

An excerpt, so the mix of outcomes need not match the whole.
